CYP2C9 activ: activators of human CYP2C9; P11712; recombinant CYP2C9, luciferin-H conversion, luminescence; hits give high values; factor 1 = untreated enzyme, 0 = blocked; activation factor at 5 µM; 96,000 compounds, 1.4% hits; AID 1024;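 active = activation factor of 2 or more for CYP2C9 at a 5 µM dose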;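 also: 0 = sulfaphenazole-blocked wells and 1 = vehicle-only wells; values of inactives mirror those of a sister screen read the other way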
CYP2C9 inhib: human CYP2C9 inhibition; inhibition, % at 5 µM; P11712; AID 777; 96,000 compounds, 20% hits; CYP2C9 Supersomes, luciferin-H conversion, luminescence;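 active = blocking of liver enzyme CYP2C9 beyond about 50% at 5 µM, limit read from the data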; also: values of inactives mirror those of a sister screen read the other way
PLAP act: activators of human placental alkaline phosphatase. purified PLAP enzyme, luminescent substrate read-out; hits give high values. activation fold at 20 µM. 96,000 compounds, 1.2% hits. P05187. AID 696; in the data active = activation fold above about 2
Target sequence (P05187 whole entry, looked up): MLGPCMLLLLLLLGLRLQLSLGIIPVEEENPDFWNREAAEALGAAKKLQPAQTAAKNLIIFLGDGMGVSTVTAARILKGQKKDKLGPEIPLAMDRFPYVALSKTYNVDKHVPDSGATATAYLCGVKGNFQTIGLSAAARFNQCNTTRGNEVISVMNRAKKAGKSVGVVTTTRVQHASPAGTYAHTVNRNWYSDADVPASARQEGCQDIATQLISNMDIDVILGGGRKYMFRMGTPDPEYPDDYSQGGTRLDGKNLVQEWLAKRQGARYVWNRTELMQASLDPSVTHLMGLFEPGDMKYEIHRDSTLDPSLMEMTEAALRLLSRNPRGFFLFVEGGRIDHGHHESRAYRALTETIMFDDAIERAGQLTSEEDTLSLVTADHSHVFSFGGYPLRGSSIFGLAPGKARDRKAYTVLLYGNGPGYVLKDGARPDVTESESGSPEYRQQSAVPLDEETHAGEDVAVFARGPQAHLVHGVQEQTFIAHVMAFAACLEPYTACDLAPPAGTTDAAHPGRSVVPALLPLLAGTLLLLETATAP
PostGolgi yeast: growth inhibition of a yeast mutant, post-Golgi transport screen | AID 739 | post-Golgi transport phenotypic cell assay | 98,000 compounds, 0.9% hits | inhibition, % at 10 µM; in the data active = inhibition above about 30%;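 also: yeast cells grown in 1536-well plates; yeast grown about 18 h at 30C before absorbance read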
Ecoli WT expand: growth inhibitors of E. coli BW25113 wild type; OD600 absorbance; growth inhibition, % at 100 µM; 98,000 compounds, 0.15% hits; AID 710;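 active = growth inhibition above about 50% at one test dose, limit read from the data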;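 also: growth measured after 20 h incubation at 37 °C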
PTK2B oligo ant: blocks oligomerization of human Pyk2 in cells; Q14289; Q293 cells, Pyk2 FERM NanoBiT luminescence; hits give low values; z-score (the deposit names both 25 µM and 10 µM); 99,000 compounds, 0.83% hits; AID 1347419;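 active = Z-score of -3 or lower, scaled per plate to the spread of control and sample wells; inactive = z-score above -3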;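 also: negative z-score means lost luminescence so less FERM oligomerization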
CYP2C19 act: activators of human cytochrome P450 2C19; recombinant CYP2C19, luciferin-H EGE luminescence; hits give high values; 0 = fully inhibited enzyme, 1 = untreated enzyme; activation factor at 5 µM; AID 1025; P33261; 96,000 tested, under 10 active;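 active = activation factor of at least 2 at 5 µM in the primary screen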;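 also: 0 = wells with 2.5 mM tranylcypromine and 1 = vehicle-only wells; values of inactives mirror those of a sister screen read the other way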
Target sequence (P33261 whole entry, looked up): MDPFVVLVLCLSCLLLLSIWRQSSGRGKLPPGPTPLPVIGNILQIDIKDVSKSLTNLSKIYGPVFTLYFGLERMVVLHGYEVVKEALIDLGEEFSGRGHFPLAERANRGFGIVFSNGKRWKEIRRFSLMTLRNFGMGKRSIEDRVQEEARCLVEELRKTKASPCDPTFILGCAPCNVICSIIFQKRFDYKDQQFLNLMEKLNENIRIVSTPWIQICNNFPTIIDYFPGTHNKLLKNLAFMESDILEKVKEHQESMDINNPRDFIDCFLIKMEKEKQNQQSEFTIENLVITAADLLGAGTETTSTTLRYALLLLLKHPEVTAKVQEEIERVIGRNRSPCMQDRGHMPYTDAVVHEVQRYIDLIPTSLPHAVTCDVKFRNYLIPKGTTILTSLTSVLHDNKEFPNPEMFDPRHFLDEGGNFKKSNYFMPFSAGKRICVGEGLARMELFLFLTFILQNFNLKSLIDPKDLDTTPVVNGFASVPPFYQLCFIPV
EphB4 antag: antagonists of human EphB4-ephrin-B2 interaction; EphB4 LBD / TNYL-RAW-Alexa532 peptide, fluorescence polarization; inhibition, % at 7 µM; 97,000 compounds, 0.15% hits; AID 720;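 active = inhibition above the screen-wide mean inhibition plus 3 SD, cut at about 15% in these data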;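 also: 0% = DMSO wells and 100% = excess unlabeled TNYL-RAW peptide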
CYP2C19 inh: blocks human cytochrome P450 2C19. CYP2C19 Supersomes, luciferin-H EGE luminescence, 30 min. AID 778. P33261. 96,000 compounds, 21% hits. inhibition, % at 5 µM;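 active = CYP2C19 inhibition above a set limit at 5 µM in the primary screen, cut at about 50% in these data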;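 also: plate controls were negative control wells for no effect and 2.5 mM tranylcypromine positive control for full effect; values of inactives mirror those of a sister screen read the other way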
Active calls of the source: *; / = no result given.

Results follow in this order: EphB4 antag	CYP2C9 activ	CYP2C19 inh	Ecoli WT expand	PLAP act	CYP2C9 inhib	PostGolgi yeast	PTK2B oligo ant	CYP2C19 act
(1) C/C(=N\NS(=O)(=O)c1cccc([N+](=O)[O-])c1)c1cc2ccccc2o1
  -3	0.1	9	5	1.3	91*	2	0.81	0.9
(2) CCN(CC)C(=O)c1oc2ccc(S(=O)(=O)N3CCCCCC3)cc2c1C
  6	0.7	51*	-2	1.3	28	9	-0.56	0.5
(3) CS(=O)(=O)N(CC(=O)N1CCC(C(N)=O)CC1)c1ccc(Cl)c(C(F)(F)F)c1
  -4	1	-5	6	0.9	-4	-9	0.21	1.1
(4) Cn1nc(CC(=O)Nc2ccc3c(c2)OCCO3)c2ccccc2c1=O
  /	1.2	-8	-6	0.8	-25	-6	0.42	1.1
(5) COC(=O)c1ccc(Cn2nnc3ccccc3c2=O)o1
  1	0.9	17	-1	1	15	0	-0.46	0.8
(6) CS(=O)(=O)N1CCN(c2nc(-c3ccc(F)cc3)cs2)CC1
  -10	1	-4	-1	1.1	-1	-5	-0.33	1
(7) CC(C)OCCCNS(=O)(=O)c1ccc2c(c1)OCCO2
  3	2.2*	77*	0	0.9	-124	3	-0.07	0.2
(8) C=CCn1c(SCc2cccc(C#N)c2)nnc1-c1ccccc1O
  -5	0.6	100*	-2	1.4	39	6	/	0
(9) Cc1ccnc(NS(=O)(=O)c2ccc(CC(C)C)cc2)c1
  1	0.6	72*	-5	1	38	19	-0.48	0.3
(10) CCOC(=O)CCCCC(=O)c1[nH]c(=O)[nH]c1CSc1nc2ccccc2[nH]1
  -6	/	/	5	/	/	-5	0.72	/

Results follow in this order: EphB4 antag	CYP2C9 activ	CYP2C19 inh	Ecoli WT expand	PLAP act	CYP2C9 inhib	PostGolgi yeast	PTK2B oligo ant	CYP2C19 act
(11) CC(=O)C1=C(C)NC(SCc2cccc([N+](=O)[O-])c2)=C(C#N)C1c1ccco1 (stereo not drawn)
  -7	0.2	100*	-8	0.8	84*	-5	-0.76	0
(12) COc1ccc(NC(=O)CC2C(=O)N(CCc3ccccc3)C(=S)N2Cc2cccnc2)cc1 (stereo not drawn)
  -4	0.1	90*	-11	1.3	92*	2	-0.89	0.1
(13) CS(=O)(=O)N1CCN(C(=O)Cc2ccccc2)CC1
  0	1.1	17	4	0.9	-5	16	1.1	0.8
(14) CN1C2CCC1/C(=C\c1ccccc1Cl)C(=O)/C2=C\c1ccccc1Cl
  /	1.8	-12	-3	0.9	-79	18	/	1.1
(15) CCOc1cc(N2CCOCC2)c(OCC)cc1NC(=O)COc1cccc2cccnc12
  17*	1	4	2	1.4	0	-5	-0.81	1
(16) Cc1c(C(=O)Nc2ccc(F)cc2)oc2ccc(S(=O)(=O)N3CCC4(CC3)OCCO4)cc12
  1	0.6	24	-11	1	42	-3	-0.96	0.8
(17) CCOc1ccccc1C(=O)N(C)Cc1cc2cc(OC)ccc2[nH]c1=O
  -10	0.8	23	7	1	25	-2	0.3	0.8
(18) CCC1(CC)NC(=O)N(CC(=O)OCn2nnc3ccccc3c2=O)C1=O
  2	0.8	48	-2	0.9	19	9	1.2	0.5
(19) CCc1ccc(Nc2cc(=O)n(C3CCCCC3)c(=O)[nH]2)cc1
  7	0.6	16	-1	1	40	-6	-0.74	0.8
(20) CCc1nnc(NC(=O)c2ccc(S(=O)(=O)N(CC)Cc3ccccc3)cc2)o1
  6	0	0	2	1.6	95*	9	-1.4	1

Results follow in this order: EphB4 antag	CYP2C9 activ	CYP2C19 inh	Ecoli WT expand	PLAP act	CYP2C9 inhib	PostGolgi yeast	PTK2B oligo ant	CYP2C19 act
(21) C=CCSc1nnc(-c2ccccc2N=Cc2c(C)[nH]n(-c3ccccc3)c2=O)c(=O)[nH]1
  5	0	48	-9	2.2*	99*	-12	-0.53	0.5
(22) COc1ccccc1OCCCCNC(C)(C)C
  7	1	-9	10	0.9	-4	-3	0.57	1.1
(23) CC1CCN(CCc2nc3cc(NC(=O)Nc4ccccc4)ccc3n2C)CC1
  -1	1.2	-17	2	1.1	-17	-4	0.6	1.2
(24) CCOc1ccc(OCCOCCn2ccnc2)cc1
  -8	0.6	98*	10	0.9	42	14	0.3	0
(25) CCCCC(=O)NC(=S)Nc1cccc(NC(=O)CC)c1
  6	1.7	-5	12	0.8	-73	5	1.3	1
(26) N#CCCN1CCn2c1nc1ccccc12
  -8	1.2	12	7	1	-22	2	-0.31	0.9
(27) CCOCCCNC(=O)c1ccc(NC(C)=O)cc1
  6	1	-8	7	1.3	-3	4	0.62	1.1
(28) COc1nc(Nc2cccc(C)c2)nc(N2CCCCC2)n1
  -2	0.9	4	2	0.9	12	5	-1.3	1
(29) CCN(CC)CCCN1C(=O)C(O)=C(C(=O)c2ccco2)C1c1cc(OC)ccc1OC (stereo not drawn)
  /	1.2	-24	/	1	-16	/	/	1.2
(30) CCC1=NC(c2ccccc2Cl)N(O)C1(C)C (stereo not drawn)
  -8	1.1	-5	5	0.9	-9	2	0.87	1

Results follow in this order: EphB4 antag	CYP2C9 activ	CYP2C19 inh	Ecoli WT expand	PLAP act	CYP2C9 inhib	PostGolgi yeast	PTK2B oligo ant	CYP2C19 act
(31) O=C(NC1CCCC1)C(c1ccc(F)cc1)N(Cc1ccc(F)cc1)C(=O)c1ccn[nH]1 (stereo not drawn)
  -1	0.8	27	7	/	18	2	-0.31	0.7
(32) O=C(NCCCN1CCOCC1)c1ccc(S(=O)(=O)N2CCOCC2)cc1
  /	0.9	5	-10	1.1	8	3	-0.37	1
(33) Cc1ccc(N(C(C)C(=O)Nc2cc(Cl)ccc2Oc2ccccc2)S(C)(=O)=O)cc1 (stereo not drawn)
  -4	0.2	86*	-12	1.2	77*	-3	-1	0.1
(34) CC(C)C(=O)Nc1cccc(C(=O)NCCc2ccc(S(N)(=O)=O)cc2)c1
  5	0.3	6	6	1	75*	-2	0.87	0.9
(35) CCC(C)(C)NC(=O)CN(Cc1cccs1)C(=O)CNS(=O)(=O)c1ccc(C)cc1
  -2	1.1	-1	-5	0.9	-13	1	-0.47	1
(36) Cn1c(=O)cc(SCC(=O)N2CCN(Cc3ccc4c(c3)OCO4)CC2)c2ccccc21
  0	0.5	24	3	1.2	52*	-5	0.47	0.8
(37) CC(C)CNC(=O)CSc1nnc(-c2ccccn2)n1Cc1ccccc1
  3	0.3	80*	-1	1.4	72*	0	-0.12	0.2
(38) Cc1nc(-c2cccc(S(=O)(=O)N3CCOCC3)c2)cs1
  -13	0.3	76*	-2	1.6	66*	14	-1.5	0.2
(39) O=C(Cn1cc(C(=O)c2ccco2)c2ccccc21)NCc1ccco1
  0	0.6	24	1	0.9	37	-5	-0.99	0.8
(40) Cc1csc2nc(CNC(=O)c3cccc(C(F)(F)F)c3)cn12
  -5	2*	14	11	1	-102	-3	-1.2	0.9

Results follow in this order: EphB4 antag	CYP2C9 activ	CYP2C19 inh	Ecoli WT expand	PLAP act	CYP2C9 inhib	PostGolgi yeast	PTK2B oligo ant	CYP2C19 act
(41) COc1ccc(NC(C)=O)cc1NC(C)C(=O)Nc1ccc(F)cc1 (stereo not drawn)
  5	0.5	49	4	1.1	55*	-11	0.5	0.5
(42) CC(=O)Nc1cc(S(=O)(=O)Nc2ccccc2)c(C)cc1C
  -9	1.1	21	-4	0.8	-8	3	-0.99	0.8
(43) O=C(NCCCN1CCOCC1)c1cc(-c2ccc(Cl)cc2)on1
  1	/	/	-1	/	/	3	-0.07	/
(44) Cc1ccc(-c2nnc(-c3ccc(Br)cc3)o2)o1
  -1	1	-11	-2	1.1	-1	0	-0.15	1.1
(45) CCOC(=O)CC1ON(C)C(=O)N1c1ccc(Cl)cc1Cl (stereo not drawn)
  -3	0.5	99*	6	1.2	46	-11	-0.62	0
(46) COc1ccc(OC)c(Nc2cc(C)nc3nc(C)nn23)c1
  /	0.5	33	-4	2*	48	-4	/	0.7
(47) CCOC(=O)C1C2C=CC3(CN(C4CCCC4)C(=O)C13)O2 (stereo not drawn)
  /	1.1	11	1	1	-10	-6	0.27	0.9
(48) CCOc1ccc(CSC2=NCCN2)cc1Cl
  5	1.1	24	8	0.8	-7	-1	-1.4	0.8
(49) CCOc1ccc(-n2c(SCC(=O)Nc3ccc(OC)cc3OC)nc3c(c2=O)SCC3)cc1
  9	0.6	39	-12	1	44	-4	-1.9	0.6
(50) Cc1ccc(S(=O)(=O)N/N=C\c2cc3c(cc2[N+](=O)[O-])OCO3)cc1
  4	1.1	-11	5	1.1	-13	5	1.1	1.1

Results follow in this order: EphB4 antag	CYP2C9 activ	CYP2C19 inh	Ecoli WT expand	PLAP act	CYP2C9 inhib	PostGolgi yeast	PTK2B oligo ant	CYP2C19 act
(51) O=C(Nc1nc(-c2nc3ccccc3s2)cs1)C1CC1
  /	0.8	51*	-4	1	19	4	/	0.5
(52) CC1=NN(c2ccccc2)C(=O)/C1=C/c1cc2cc(C)ccc2nc1N1CCCCC1
  -7	0.2	67*	-16	1	81*	0	/	0.3
(53) CCOc1ccccc1C1N(c2ccc(F)cc2)C(=O)C2CCCN21 (stereo not drawn)
  -6	1.1	-8	6	1.1	-7	26	-0.15	1.1
(54) CCCCP(=O)(CCCC)Cc1ccccc1
  8	1	0	7	0.9	4	13	1.9	1
(55) Cc1nc(COC(=O)c2ccc(CO)cc2)cs1
  3	0.7	64*	-1	1.1	30	-3	0.66	0.4
(56) COc1cc(OC)cc(C(=O)N2CCN(S(C)(=O)=O)CC2)c1
  0	1.2	12	-15	1.1	-23	0	-0.15	0.9
(57) Cc1nn(Cc2ccc(Cl)cc2)c(C)c1NC(=O)CSc1nc2c(c(C(F)(F)F)n1)CCc1ccccc1-2
  3	0.3	28	4	1.1	72*	2	-0.11	0.7
(58) CC(Sc1nc(NCc2ccccc2)nc(N(C)C)n1)C(=O)Nc1ccccc1 (stereo not drawn)
  2	0.2	58*	-12	1	81*	-9	-1.8	0.4
(59) Cc1ccc(S(=O)(=O)NC(=O)CSc2nc3ccccc3s2)cc1
  -6	0.7	2	0	1.1	34	-9	-0.23	1
(60) Nc1ccccc1-c1nc2ccccc2[nH]1
  -5	0.4	47	12	0.9	56*	-1	-0.86	0.5

Results follow in this order: EphB4 antag	CYP2C9 activ	CYP2C19 inh	Ecoli WT expand	PLAP act	CYP2C9 inhib	PostGolgi yeast	PTK2B oligo ant	CYP2C19 act
(61) Cc1cc(C)nc(N2N=C(C(C)(C)C)CC2=O)n1
  -1	1	7	11	1.2	-1	-10	0.66	0.9
(62) Cc1nc(NC(=O)COC(=O)CCS(=O)(=O)c2ccccc2Cl)c(Cl)cc1Cl
  -5	0.9	38	4	1.1	6	-5	0.5	0.6
(63) C/C(=N\OCC(=O)N/N=C/c1ccccc1)c1cccs1
  6	0.6	82*	10	0.7	41	28	0.37	0.2
(64) O=C(CSCc1cccc(Br)c1)N/N=C/c1ccc2c(c1)OCO2
  1	0.4	12	-1	1.1	55*	5	0.62	0.9

Two of the compounds above, with one line to a screen.
61. Cc1cc(C)nc(N2N=C(C(C)(C)C)CC2=O)n1
63. C/C(=N\OCC(=O)N/N=C/c1ccccc1)c1cccs1
Compound | 61 | 63
EphB4 antag | -1 | 6
CYP2C9 activ | 1 | 0.6
CYP2C19 inh | 7 | 82*
Ecoli WT expand | 11 | 10
PLAP act | 1.2 | 0.7
CYP2C9 inhib | -1 | 41
PostGolgi yeast | -10 | 28
PTK2B oligo ant | 0.66 | 0.37
CYP2C19 act | 0.9 | 0.2

Source: PubChem (several laboratories)
